From PubChem
SIAH1 antagonists: Siah-1 peptide-binding antagonists, primary screen, biochemical, fluorescence polarization, rhodamine-plectin, uHTS (AID 1817); displacement, % at 20 µM; hits with a dose series show IC50 in µM; Siah-1 / rhodamine-plectin peptide fluorescence polarization; higher % means a stronger effect; hit rate 0.02% among 290,000; E3 ubiquitin-protein ligase SIAH1 (Homo sapiens);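 active = displacement of at least 50% at 20 µM, with a fluorescence ratio check between 0.3 and a set limit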;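 note: plate controls were Siah plus tracer with DMSO for no effect and tracer alone without Siah for full effect; strong numbers were not always called active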
Hep lipid drop: inhibitors of hepatocyte lipid droplet formation, primary screen, imaging, high-throughput imaging, BODIPY stain | AML12 mouse hepatocytes, oleate lipid droplets | hit rate 0.4% among 240,000 | AID 1656, 2009 | inhibition, % at 6.5 µM;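 active = lipid droplet intensity inhibited by at least 50%, with more than 500 cells counted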
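Material: mouse AML12 hepatocyte cell line, fixed after treatment; Timing: compound with oleate, overnight; Technique: high-content imaging of BODIPY-stained droplets and DAPI nuclei; Probe or stimulus: oleate, 100 µM final; Dosing: compound at 6.5 µM only.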
XIAP displacement: XIAP antagonists, biochemical, IAP family, fluorescence polarization (AID 1018); displacement, % at 20 µM, or IC50 in µM where a hit was titrated; E3 ubiquitin-protein ligase XIAP (Homo sapiens); hit rate 0.007% among 200,000; XIAP BIR domain, fluorescence polarization peptide displacement; higher % means a stronger effect; in the data active = displacement above about 50%; note: a part of the inactive calls stands beside numbers as strong as those of hits
P. falciparum M17LAP: P. falciparum M17LAP inhibitors, primary screen, biochemical, fluorogenic H-Leu-NHMec substrate, 1536-well (AID 1619). one-dose inhibition, % at 30 µM; IC50 in µM for titrated hits. recombinant M17LAP, H-Leu-NHMec fluorogenic kinetic assay; higher % means a stronger effect. hit rate 0.38% among 220,000. Leucine aminopeptidase (Plasmodium falciparum (isolate 3D7));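 active = compound inhibiting the enzyme by more than half at any dose during confirmatory dose-response retesting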;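 note: plate controls were full reaction with DMSO carrier for no effect and no enzyme background for full effect; strong numbers were not always called active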
P. falciparum M1AAP: P. falciparum M1AAP inhibitors, biochemical, fluorogenic H-Leu-NHMec substrate, 1536-well (AID 1445); Aminopeptidase N (Plasmodium falciparum (isolate 3D7)); recombinant M1AAP, H-Leu-NHMec fluorogenic kinetic assay; higher % means a stronger effect; inhibition, % at 30 µM; hits with a dose series show IC50 in µM; hit rate 0.42% among 220,000;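 active = primary inhibition above the hit cutoff, then over 50% inhibition at one or more dose response concentrations, cut at about 23% in these data, passing the limit was not always enough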;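 note: plate controls were DMSO full reaction for no effect and no enzyme background for full effect; strong numbers were not always called active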
LYP phosphatase: inhibitors of LYP phosphatase, biochemical, fluorescence intensity, uHTS (AID 1779); Tyrosine-protein phosphatase non-receptor type 22 (Homo sapiens); recombinant LYP phosphatase, fluorescence intensity; higher % means a stronger effect; inhibition, % at 11.5 µM, or IC50 in µM where a hit was titrated; hit rate 0.054% among 290,000;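 note: plate controls were vehicle with enzyme for no effect and no enzyme for full effect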
AID2073: inhibitors of Mint1-CaV2.2 protein interaction, biochemical, HTRF (AID 2073) | one-dose inhibition, % at 20 µM; IC50 in µM for titrated hits | Voltage-dependent N-type calcium channel subunit alpha-1B (Homo sapiens) | hit rate 0.19% among 290,000 | HTRF protein-protein interaction, Mint1-CaV2.2; higher % means a stronger effect; in the data active = inhibition mostly above about 51%, no sharp cut-off; note: some results filed as inactive read as strong as hits
NOD2 inhibition: NOD2 signaling inhibitors, cell-based, luminescence, uHTS, HEK293 (AID 1566) | HEK293 NOD2/NF-kB luciferase reporter, luminescence; higher % means a stronger effect | inhibition, % at 4 µM, or EC50 in µM where a hit was titrated | hit rate 0.63% among 290,000; note: many of its hits are not listed in these tables
CSM14.1 death rescue: rescue of cells from ER stress-induced death, primary screen, 384-well, CSM14.1, thapsigargin, ATP luminescence (AID 1222). CSM14.1 thapsigargin-induced death rescue, ATP luminescence; higher % means a stronger effect. cellular ATP content (survival), % at 20 µM, or EC50 in µM where a hit was titrated. 190,000 tested, under 10 active;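 active = EC50 below 50 µM in the dose-response confirmation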;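 note: death triggered by thapsigargin at about 15 µM added after 2 h compound pretreatment; cell ATP read after overnight thapsigargin exposure of roughly 18 to 22 hours; normalized against plate controls of thapsigargin alone and 5% DMSO vehicle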
Hep lipid drop cells 6.5 µM: further read-out of Hep lipid drop, marked with its call; cell count; measured here: cell count, cytotoxicity flag;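 cells counted across two imaged fields per well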
An asterisk follows results filed as active; . = not tested or not shown. Cut-off read from the data, not from the text of the source, unless noted: active = inhibition above about 50%; inactive = the rest. Not all compounds are listed; rates above refer to the full screens.

Below each compound: AID2073 | Hep lipid drop | NOD2 inhibition | LYP phosphatase | P. falciparum M1AAP | Hep lipid drop cells 6.5 µM | P. falciparum M17LAP | CSM14.1 death rescue | XIAP displacement | SIAH1 antagonists
> Cc1ccc2c(CSc3nc4ccccc4c(=O)n3CCCO)cc(=O)oc2c1C
    -6.6% | . | -13.4% | -3.9% | -3.5% | . | 4.3% | -0.6% | -8.7% | -1.0%
> Cc1ccc(NC(=O)c2ccc(C#CC3(O)CCCCC3)cc2)cc1C
    9.9% | -0.5 | 20.0% | -5.8% | 4.3% | 664 | 4.2% | -0.9% | -3.3% | 1.2%
> O=C(Nc1nccs1)C1CCCN(S(=O)(=O)c2cccc3cccnc23)C1 (stereo not drawn)
    -5.2% | . | 16.2% | -3.5% | 0.0% | . | 4.3% | 0.5% | -6.4% | -1.8%
> CC(=O)Nc1ccc(S(=O)(=O)N2CCC(N3CCCCC3)CC2)cc1
    -1.5% | -3.3 | -1.9% | -12.5% | . | 766 | . | . | . | 8.4%
> Cc1cc(C)c(C(=O)N(C)C2CCCN(Cc3ccccc3F)C2)o1 (stereo not drawn)
    -5.1% | 16.6 | -12.1% | -7.5% | . | 797 | . | . | . | -4.5%
> COc1ccccc1C(c1nnnn1C1CCCC1)N1CCN2CCCC2C1 (stereo not drawn)
    -5.0% | . | -4.1% | -3.3% | 3.8% | . | 3.1% | 2.1% | -2.1% | 2.8%
> O=C(NNC(=O)c1ccc(S(=O)(=O)N2CCOCC2)cc1)c1ccccc1
    8.3% | -1.8 | -16.6% | -1.8% | . | 732 | . | . | . | -1.2%
> CCNC(=O)C1Cc2ccccc2CN1S(=O)(=O)c1ccc(F)cc1 (stereo not drawn)
    12.2% | 0.0 | 13.5% | -3.1% | 5.8% | 679 | -3.9% | . | . | 2.4%
> O=C(NCCOC(=O)c1ccc(C(=O)OCCNC(=O)c2cccnc2)s1)c1cccnc1
    -2.5% | . | -15.0% | 4.9% | 11.8% | . | -5.3% | -0.9% | -5.7% | 1.6%
> CCn1cnc2c1c(=O)n(CC(=O)NCC(F)(F)F)c(=O)n2Cc1ccccc1
    0.0% | -18.3 | 3.5% | -1.3% | 9.0% | 697 | -2.8% | -0.4% | -4.3% | 11.8%
> O=C(O)C1CC(O)CN1c1nc(Cl)ccc1[N+](=O)[O-] (stereo not drawn)
    32.1% | 8.6 | 8.1% | -9.2% | 5.8% | 676 | -3.3% | 0.4% | -16.7% | -5.1%
> Cc1ccccc1NC(=S)NC(=O)C1CCCCC1
    -2.0% | 3.3 | -8.6% | -2.3% | . | 703 | . | . | . | 1.3%
> O=C(NCc1cccs1)Nc1ccc(Cl)cc1
    1.5% | -2.4 | 13.9% | -4.7% | 5.9% | 715 | 3.5% | -0.6% | -2.6% | -4.9%
> Cc1ccccc1NC(=S)Nc1cccc([N+](=O)[O-])c1
    3.6% | . | 3.3% | 1.0% | 0.1% | . | -2.7% | -1.2% | -4.8% | 3.0%
> CCCCC(C(=O)O)C(C)CC(=O)Nc1ccn(-c2ccccc2)n1 (stereo not drawn)
    -1.8% | . | -0.5% | -5.3% | -1.2% | . | 10.4% | -1.4% | 1.1% | 3.5%
> COc1cc(C(=O)NNC(=O)c2ccc(NC(C)=O)cc2)cc(OC)c1OC
    -4.5% | 10.2 | 14.8% | -2.7% | 4.3% | 711 | 14.1% | -0.1% | -1.1% | 8.3%
> Cc1cc(C)nc(N(C#N)Cc2cccc3ccccc23)n1
    48.8% | 0.3 | 2.9% | -7.5% | 8.7% | 756 | 5.3% | -1.3% | -7.0% | -7.9%
> O=C1CN(S(=O)(=O)c2ccc(Cl)cc2)c2ccccc2N1
    -1.0% | 4.3 | 9.8% | -5.7% | . | 787 | . | . | . | 12.1%
> CC(C)(C)c1ccc(C(=O)N2CCC(=O)N(C(COCc3ccccc3)Cc3ccccc3)CC2)cc1 (stereo not drawn)
    -3.6% | -4.0 | -12.2% | 3.2% | 2.0% | 737 | 4.2% | 1.8% | -4.6% | -6.9%
> CC(C)n1cc(-c2ccc(Cl)cc2)cc(C#N)c1=O
    -1.0% | . | 8.8% | -6.8% | -3.1% | . | 3.6% | 0.4% | -3.8% | -1.0%
> C=CCn1c(SCC(=O)Nc2ccc(F)cc2)nc2cc(C(=O)O)ccc2c1=O
    -2.8% | 6.2 | 5.6% | 4.9% | 9.3% | 675 | 35.9% | -1.1% | -2.6% | -2.4%
> COc1ccc(NC(=O)CC2CCCC2)cc1S(=O)(=O)N1CCCCC1
    2.4% | -19.5 | 21.1% | 1.2% | 6.9% | 550 | -20.8% | -0.4% | -22.4% | 2.9%
> O=C(NNS(=O)(=O)c1ccccc1Cl)c1nn(-c2ccc(F)cc2)ccc1=O
    -2.0% | -2.8 | -2.4% | -4.8% | 7.3% | 588 | -0.5% | . | . | -1.4%
> O=S(=O)(Nc1cccc(-c2cn3cccnc3n2)c1)c1ccc(F)cc1
    18.7% | 18.5 | 0.9% | -12.3% | 10.7% | 704 | -72.8% | 0.5% | -5.9% | -2.9%
> Cc1ccc(S(=O)(=O)/N=C(/c2ccc(F)cc2)N2CCOCC2)cc1
    8.2% | 6.5 | 4.3% | -6.7% | . | 866 | . | . | . | 1.4%
> CCc1ccc(N2C(=O)CN(Cc3cc(OC)c(OC)c(OC)c3)C2=S)cc1
    1.8% | -12.3 | 15.4% | 4.7% | 4.8% | 662 | -21.2% | -0.1% | -9.5% | 0.7%
> CCC(C)(C)NC(=O)C(c1ccc(OC)cc1)N(C(=O)CCC(=O)Nc1cc(C)on1)c1cccc(F)c1 (stereo not drawn)
    0.5% | 12.9 | 3.5% | -8.3% | . | 785 | . | . | . | 2.7%
> O=C(Nc1ccc2c(c1)OCCO2)C1c2ccccc2C(=O)N2CCc3ccccc3C12 (stereo not drawn)
    10.2% | . | 4.9% | -6.8% | -1.1% | . | -1.8% | -0.9% | -2.4% | -0.7%
> COc1ccc(C(=O)NCCCN2CCOCC2)cc1S(=O)(=O)N1CCCc2ccccc21
    -3.7% | -19.3 | 14.9% | -5.8% | -1.3% | 695 | 8.0% | 0.1% | -13.0% | 0.9%
> CC[n+]1c(/C=C2\C=C(C)CC(C)(C)C2)sc2ccccc21
    -35.4% | . | 28.7% | 6.6% | 13.9% | . | -0.7% | 2.8% | -2.2% | -0.4%
> Cc1noc(NS(=O)(=O)c2ccc(NC(=O)c3nn(-c4ccc(F)cc4)ccc3=O)cc2)c1C
    4.8% | 7.8 | 11.7% | -7.1% | . | 699 | . | . | . | 0.3%
> CN(C)C=NC(=O)c1cc(C(=O)c2ccccc2Cl)c[nH]1
    6.2% | 15.8 | 19.8% | -5.5% | 7.2% | 658 | 13.0% | -1.0% | -10.9% | 0.7%
> COc1ccc(CN(C)C(=O)c2cccc(Oc3ccccc3)c2)c(OC)c1OC
    5.9% | -31.5 | 11.2% | 5.3% | . | 773 | . | . | . | 1.1%
> COC(=O)c1sc2ncccc2c1OCc1ccccc1Cl
    -0.6% | . | 6.2% | -1.0% | -2.7% | . | -10.2% | -0.7% | -23.4% | 3.5%
> O=C(NNC(=O)c1cccnc1)Nc1cccc2ccccc12
    -37.5% | . | 15.7% | -10.9% | 10.3% | . | 2.6% | -1.4% | -1.7% | -1.0%
> Cc1ccc(-n2c(Cc3cccn3C)nnc2SCC(N)=O)cc1
    -9.6% | . | -41.2% | 0.0% | 5.2% | . | 11.8% | -0.5% | -5.6% | -1.4%
> O=C(CSc1n[nH]c(-c2cc(Cl)ccc2Cl)n1)NCCN1C(=O)CSC1=O
    -2.2% | 0.8 | 1.6% | -9.8% | 2.1% | 630 | 7.8% | -0.6% | -9.1% | 7.6%
> O=C(CN1N=C(c2ccccc2)CCC1=O)NCc1ccccc1
    7.0% | -1.3 | 11.2% | -11.5% | 4.7% | 735 | 1.7% | -0.5% | -1.2% | 7.6%
> CC(=O)c1c(C)[nH]c(C(=O)CSc2nnc(N)s2)c1C
    -3.3% | 7.7 | -1.9% | 1.0% | 1.6% | 662 | -1.6% | -0.4% | -6.2% | -3.9%
> O=C1c2ccccc2C(=O)N1CC1c2ccccc2CCN1S(=O)(=O)c1ccccc1 (stereo not drawn)
    -14.7% | . | 14.2% | 0.9% | 1.3% | . | -7.9% | 6.5% | -4.0% | 3.3%
> CCOC(=O)c1c(-c2ccccc2)csc1NC(=O)c1cc(S(=O)(=O)N2CCOCC2)ccc1C
    34.5% | -10.3 | 11.0% | 8.5% | 1.0% | 686 | 0.2% | 0.5% | -5.2% | -4.2%
> O=C(NN1C(=O)/C(=C/c2cccs2)SC1=S)c1ccncc1
    -27.0% | 1.1 | 2.8% | -9.2% | 20.6% | 751 | 28.8% | . | . | 0.9%
> COc1ccc(NC(=O)CN(C)C(=O)C23CC4CC(CC(C4)C2)C3)cc1
    5.4% | -1.9 | 0.9% | -8.1% | . | 860 | . | . | . | -1.9%
> Cc1ccc(-n2cnc3c(sc4nccc(N(C)C)c43)c2=O)cc1
    -4.5% | . | 23.8% | -6.6% | 4.6% | . | -8.0% | -0.5% | -1.9% | 0.4%
> C=CCn1c(N)c(C(=O)OCC(C)C)c2nc3ccccc3nc21
    5.9% | . | -4.1% | -6.8% | 7.3% | . | -75.2% | 1.9% | -5.1% | 0.4%
> CNC(=O)c1ccccc1NC(=O)C1CC(=O)N(c2ccc(OC)cc2)C1 (stereo not drawn)
    -1.2% | 27.0 | 14.1% | -8.4% | 3.5% | 612 | 5.6% | -1.6% | -5.4% | 0.8%
> CC(c1ccon1)N(C)C(=O)c1ccc2nc(Cc3cccc(Cl)c3)oc2c1 (stereo not drawn)
    4.7% | -23.0 | 5.1% | -0.7% | . | 756 | . | . | . | 2.6%
> CCn1cc(S(=O)(=O)NC(C)c2cc(OC)ccc2OC)cn1 (stereo not drawn)
    -2.1% | 16.5 | -3.3% | -5.8% | . | 715 | . | . | . | 2.8%

Nothing new here: an excerpt of the list.
Below each compound: AID2073 | Hep lipid drop | NOD2 inhibition | LYP phosphatase | P. falciparum M1AAP | Hep lipid drop cells 6.5 µM | P. falciparum M17LAP | CSM14.1 death rescue | XIAP displacement | SIAH1 antagonists
> CC(c1ccon1)N(C)C(=O)c1ccc2nc(Cc3cccc(Cl)c3)oc2c1 (stereo not drawn)
    4.7% | -23.0 | 5.1% | -0.7% | . | 756 | . | . | . | 2.6%
> CCn1cc(S(=O)(=O)NC(C)c2cc(OC)ccc2OC)cn1 (stereo not drawn)
    -2.1% | 16.5 | -3.3% | -5.8% | . | 715 | . | . | . | 2.8%
